GDH-TPI inh = inhibits GDH-TPI coupling enzymes, artifact for Mtb FBA screen | AID 588335 | GDH-TPI coupled enzyme counterscreen, NADH absorbance | 360,000 compounds, 1.2% hits | inhibition, % at 4.8 µM; in the data active = inhibition above about 30%;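 note: 0% = DMSO wells and 100% = wells lacking the enzyme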
MazF activator = activators of E. coli MazEF toxin-antitoxin RNase | FAM/BHQ RNA-DNA oligo cleavage fluorescence, 5 h | P0AE70 | activation, % at 20 µM | 350,000 compounds, 0.32% hits | AID 504720; in the data active = activation above about 50%
Target sequence (P0AE70 whole entry, looked up): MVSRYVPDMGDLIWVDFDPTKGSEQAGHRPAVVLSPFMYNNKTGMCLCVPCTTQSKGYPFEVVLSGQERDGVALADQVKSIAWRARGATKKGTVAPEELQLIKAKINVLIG
UGM FP inh = blocks M. tuberculosis UGM enzyme | purified UGM, fluorescence polarization probe displacement | inhibition, % at 10 µM | 320,000 compounds, 0.06% hits | AID 504406; in the data active = inhibition above about 10%, passing the limit was not always enough; inconclusive = no clear call, values can overlap the other calls
Target sequence (P9WIQ1 whole entry, looked up): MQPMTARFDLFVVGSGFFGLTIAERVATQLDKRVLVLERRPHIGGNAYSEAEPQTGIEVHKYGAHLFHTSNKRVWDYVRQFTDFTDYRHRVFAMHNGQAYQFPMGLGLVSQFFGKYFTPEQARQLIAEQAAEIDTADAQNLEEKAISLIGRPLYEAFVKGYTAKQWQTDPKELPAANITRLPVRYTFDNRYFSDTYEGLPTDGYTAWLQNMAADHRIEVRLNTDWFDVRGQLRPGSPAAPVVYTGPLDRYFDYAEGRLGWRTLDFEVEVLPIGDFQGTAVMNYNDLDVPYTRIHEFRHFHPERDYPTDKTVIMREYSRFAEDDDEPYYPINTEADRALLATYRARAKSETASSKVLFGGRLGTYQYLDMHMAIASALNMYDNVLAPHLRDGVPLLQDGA
FadD28 binding = M. tuberculosis FadD28 bisubstrate binding inhibition | FadD28 bisubstrate probe binding, fluorescence polarization | inhibition, % at 12.5 µM | 360,000 compounds, 0.22% hits; in the data active = inhibition above about 8.5%, passing the limit was not always enough; inconclusive = no clear call, values can overlap the other calls
BioA inh = inhibitors of Mycobacterium tuberculosis BioA enzyme. purified M. tuberculosis BioA enzyme, plate reader. inhibition, % at 9.99 µM. 360,000 compounds, 0.096% hits. AID 602481; in the data active = inhibition above about 40%; inconclusive = no clear call, values can overlap the other calls
PrPC TRFRET = cell surface PrPC inhibition, primary TR-FRET screen. P04156. TR-FRET read-out. inhibition, % at 13.8 µM. 370,000 compounds, 0.43% hits. AID 720596; in the data active = inhibition above about 24%; note: 0% = median of the test wells and 100% = reference compound wells
Rv3671c protease = inhibits the M. tuberculosis serine protease Rv3671c; inhibition, % at 5.96 µM; 320,000 compounds, 0.048% hits; AID 2606; in the data active = inhibition above about 38%;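 note: extracellular domain of Rv3671c used as enzyme; 0% = enzyme with DMSO and 100% = no enzyme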
Target sequence (P9WHR9 whole entry, looked up, the tested form may be a part): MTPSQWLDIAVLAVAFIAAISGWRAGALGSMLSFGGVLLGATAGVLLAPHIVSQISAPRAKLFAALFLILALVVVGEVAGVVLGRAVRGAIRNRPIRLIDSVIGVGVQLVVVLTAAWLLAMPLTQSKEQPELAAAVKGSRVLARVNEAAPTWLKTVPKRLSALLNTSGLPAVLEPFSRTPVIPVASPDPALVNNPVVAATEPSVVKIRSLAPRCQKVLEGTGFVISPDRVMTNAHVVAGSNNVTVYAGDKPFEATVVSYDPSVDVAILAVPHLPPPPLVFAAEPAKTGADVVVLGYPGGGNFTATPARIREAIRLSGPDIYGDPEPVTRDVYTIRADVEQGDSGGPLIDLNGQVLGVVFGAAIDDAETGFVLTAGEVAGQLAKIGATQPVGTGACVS
FBA Mtb inh = Mtb fructose-bisphosphate aldolase inhibition; purified M. tuberculosis FBA, fluorescence read-out; inhibition, % at 1 µM; 360,000 compounds, 2.3% hits; AID 588726; in the data active = inhibition above about 27%;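 note: 0% = vehicle and 100% = reference inhibitor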
BoNT F protease = blocks Botulinum neurotoxin F light chain protease; Multiplex microsphere protease cleavage assay, flow cytometry; inhibition, % at 10 µM; 360,000 compounds, 0.22% hits; in the data active = inhibition above about 35%, passing the limit was not always enough; inconclusive = no clear call, values can overlap the other calls; note: plate controls were buffer without enzyme for full effect and enzyme alone for no effect
Active calls of the source: *; ? = inconclusive; nt = not tested or not shown; & = joins results of further samples.

SMILES	GDH-TPI inh	MazF activator	UGM FP inh	FadD28 binding	BioA inh	PrPC TRFRET	Rv3671c protease	FBA Mtb inh	BoNT F protease
COc1ccc(Cl)cc1NC(=O)CN1C(=O)CC(C)S(=O)(=O)c2ccccc21 (stereo unspecified)	-5	-20	-0.6	0.5	2.6	-8	-2	2	-5
Clc1cccc(CSc2nnc(-c3c[nH]c4ccccc34)o2)c1	-4	6	1.3	-6.0	-1.0	1	-3	-3	-5
CC1(NC(=O)CC(c2ccccc2)(c2ccccc2)c2ccccc2)CCN(CCCc2ccccc2)C1=O (stereo unspecified)	1	-5	0.9	-4.8	-1.2	0	-12	-2	-3
Cc1cc(OC(C)C(=O)N2CCN(c3ccc(F)cc3)CC2)c2c(C)c(C)c(=O)oc2c1 (stereo unspecified)	2	5	3.0	-3.3	0.5	5	-5	2	4
O=C(Cc1nnc(NC(=O)c2cccc([N+](=O)[O-])c2)s1)NCc1ccccc1	1	0	2.2	0.1	-1.2	-6	2	1	8
CC(C)(C)/C(Cn1cncn1)=N\OC(=O)Nc1ccc(Cl)cc1	3	-2	-0.5	-1.8	nt	11	-10	-3	-2
NS(=O)(=O)c1ccc(CCNC(=O)COC(=O)c2ccc([N+](=O)[O-])o2)cc1	4	9	3.0	1.0	0.0	-21	-21	0	-9
Cc1nc2scc(-c3ccccc3)c2c(=O)n1N	2	5	-0.8	-2.2	0.0	-4	6	0	-5
Nc1nccc(/C=C/c2ccc(Cl)cc2)n1	19	3	-1.9	0.1	-2.1	-10	-2	30*	11
CCCOc1ccc(/C=C/c2c([N+](=O)[O-])c(=O)n(C)c(=O)n2C)cc1	39*	1	-0.6	-1.6	-1.3	4	0	-1	?
O=C(O)Cc1sc(Nc2ccccc2)nc1-c1cccs1	9	1	4.2	0.4	nt	-4	-31	3	9
COc1cc(C2NC(=S)NC3=C2CCc2ccccc23)cc(OC)c1OC (stereo unspecified)	2	4	-1.3	-2.5	3.5	-7	1	3	2
CCOC(=O)c1cnc(-n2nc(C)cc2C)nc1NNc1nc(-c2ccccc2)cc(-c2ccccc2)n1	21	-4	0.4	0.4	2.4	nt	-5	-2	-2
O=C(O)C(Oc1ccc2ccccc2c1)c1ccccc1 (stereo unspecified)	-5	-1	-0.4	-1.8	-1.3	-4	3	3	-3
COC(=O)c1ccc(C(=O)OC)c(NC(=O)c2cccnc2)c1	12	8	2.1	-1.5	-1.0	nt	0	7	nt
O=C(NC1(O)C(=O)c2ccccc2C1=O)c1ccccc1	3	-5	1.7	-2.1	nt	4	-116	1	-2
CC1(C)CC(C(=O)NCCC(c2ccccc2)c2ccco2)CCO1 (stereo unspecified)	9	-2	nt	-3.1	1.2	4	3	-1	-15
O=C(NCCc1ccccn1)c1ccc(S(=O)(=O)N2CCCCCC2)cc1	7	1	-0.8	0.4	-1.2	5	-1	0	-15
O=C(O)COc1ccccc1/C=N/NC(=O)CNC(=O)c1ccco1	4	5	3.2	-3.8	nt	-8	2	1	-14
NC(=O)c1ccc2c(=O)n3c(-c4cc(Cl)c(N)c(Cl)c4)csc3nc2c1	11	-8	-2.2	-4.6	-0.2	32*	-14	3	4

Entries of single compounds as entered above. Values in the order: GDH-TPI inh | MazF activator | UGM FP inh | FadD28 binding | BioA inh | PrPC TRFRET | Rv3671c protease | FBA Mtb inh | BoNT F protease
Shown for COC(=O)c1ccc(C(=O)OC)c(NC(=O)c2cccnc2)c1 = 12 | 8 | 2.1 | -1.5 | -1.0 | nt | 0 | 7 | nt
Shown for CC1(NC(=O)CC(c2ccccc2)(c2ccccc2)c2ccccc2)CCN(CCCc2ccccc2)C1=O (stereo unspecified) = 1 | -5 | 0.9 | -4.8 | -1.2 | 0 | -12 | -2 | -3

Later entries.
SMILES	GDH-TPI inh	MazF activator	UGM FP inh	FadD28 binding	BioA inh	PrPC TRFRET	Rv3671c protease	FBA Mtb inh	BoNT F protease
Cc1ccoc1C(=O)Nc1cccc(Oc2ccccc2)c1	9	-3	-1.0	-8.9	0.2	-2	-21	-2	-5
CC(C)(C)c1cn(-c2ccc(Cl)cc2)c(=S)[nH]1	-4	0	-1.4	1.5	-1.8	1	5	2	13
CCCC1CC(CSC(=N)N)OC1=O (stereo unspecified)	-5	10	0.8	-3.4	1.9	0	-6	0	-7
Cc1ccc(-n2c3c(cc(C(=O)NCc4ccco4)c2=O)C(=O)CC(C)(C)C3)cc1	20	-2	-2.2	-2.3	1.3	-3	-11	0	-5
CCOC(=O)CC(=O)c1cc(OC)c(OC)c(OC)c1	3	4	-0.5	-1.2	-1.0	-10	-4	5	-3
COC(=O)c1cn(C(=O)c2cc(OC)cc(OC)c2)c2ccccc12	3	3	2.0	-1.1	0.4	-1	-1	-2	nt
Cc1cccn2c(CNCCc3ccccn3)c(C(=O)N3CCOCC3)nc12	-9	1	-1.7	-1.0	-0.6	0	-1	0	-4
CC1=[N+](CC(=O)NC(C)(C)C)CCc2ccccc21	0	8	-0.4	-4.1	nt	-4	14	-1	3
COc1ccc2nc(NC(=O)CCn3cccc3)sc2c1	-10	0	-0.6	-4.6	-1.8	12	-3	-1	-3
Cn1c(=O)c2[nH]c(CSCc3ccccc3)nc2n(C)c1=O	1	-13	nt	-3.8	nt	0	nt	-4	-2
O=C(COc1ccccc1F)NNC(=O)c1cc(Br)ccc1Cl	3	0	-1.7	-2.5	4.8	-6	-14	0	-5
CC(=O)Nc1sc2c(c1C(c1ccc(F)cc1)N1CCOCC1)CCCC2 (stereo unspecified)	-3	6	2.5	-0.5	-1.9	13	-2	-2	10
CCCCNC(=O)c1cc2nc3c(c(C(F)(F)F)n2n1)CCc1ccccc1-3	3	3	-0.8	-0.3	-1.2	-5	5	1	-11
COCCN(CC(=O)Nc1cccc(C)c1C)C(=O)c1ccc(-n2cccn2)cc1	3	5	2.3	0.6	0.6	5	-1	-2	-1
CC(CN1CCCC1)OC(=O)c1ccc(Cl)cc1Cl (stereo unspecified)	-3	-11	1.8	0.2	-1.3	5	2	4	?
Cc1nc(NC(=O)CSc2nnc(C3CC3)n2C)sc1C	7	-9	-0.1	1.1	-4.6	-4	5	3	-6
COc1ccc2c(CC(=O)Nc3ccc(N4CCOCC4)cc3)coc2c1	-4	0	1.5	0.0	nt	2	-4	-6	-6
NS(=O)(=O)c1cccc(NC(=O)c2cccc3c(Br)cccc23)c1	-3	8	1.3	-0.7	-3.8	1	-4	-1	?
COC(=O)c1ccccc1NC(=O)CN1CCC(NC(=O)c2ccccc2C)CC1	5	7	-0.5	0.4	9.3	-4	-17	-4	-4
CC1(C(=O)N2CCN(Cc3ccccc3Cl)CC2)CC1(Cl)Cl (stereo unspecified)	-9	-17	1.3	-1.9	5.4	-2	-6	0	?
S=C(NNc1nc(Nc2ccccc2)nc(N2CCCCC2)n1)NC1CCCCC1	-2	16	0.5	-4.7	nt	1	-8	-6	-11
CN(CC(=O)Nc1cccc2c1CCCC2)S(=O)(=O)c1ccccc1	4	-5	-1.9	-0.5	0.1	0	-2	3	-13
Cc1ccc(Cl)cc1NC(=S)N(CCCN1CCN(C)CC1)Cc1cccs1	7	-4	1.3	-3.1	nt	-7	5	0	-7
CN(C)C(CNC(=O)Cc1cccc(C(F)(F)F)c1)c1ccccc1 (stereo unspecified)	-2	-2	2.6	-0.4	0.4	-2	-5	3	-6
CN1CCN(C(=O)C2=C[C@H](c3csc4ccccc34)C[C@H](OCc3ccc(CO)cc3)O2)CC1	9	5	-0.6	-5.2	-0.3&-0.5	-8	3	0	-5
O=C(Cn1nc(C(=O)O)c2ccccc2c1=O)Nc1nc(-c2ccccc2)cs1	5	-27	-1.2	-3.8	nt	-1	-41	0	-4
COc1ccc(N2CC(C)Cn3c2nc2c3c(=O)n(CCc3ccccc3)c(=O)n2C)cc1 (stereo unspecified)	14	17	nt	-1.7	4.1	1	nt	6	3
COc1ccc(N/C=C/C(=O)c2ccccc2)cc1	9	10	-0.3	-0.2	-1.9	12	7	-3	0
CC(C)NC(=O)CSc1nc2ccccc2n1CC(=O)N1CCc2ccccc21	-5	0	-1.6	-1.9	nt	nt	4	1	-1
CCOC(=O)c1c(NC(=O)CSc2nnc(-c3ccncc3)n2Cc2ccco2)sc(C)c1C	11	0	1.3	-3.0	2.6	-4	-3	3	2
CCC(CC)c1nnc(NC(=O)Cc2cccs2)s1	8	-1	0.6	-4.4	nt	-2	-6	2	0
COc1cc(CCc2ccccc2)c(C(=O)O)c(O)c1CC=C(C)C	-15	-6	nt	-6.0	11	1	nt	6	-11
Cc1cc(C)c(NC(=S)N(C)C)cc1C	-9	1	1.1	-0.1	-0.4	0	0	2	-8
Cn1cccc1Cc1nnc(SCC(=O)NC2CCCC2)n1CCc1ccccc1	14	-1	1.7	-4.0	-0.1	1	0	0	-10
COc1ccc(S(=O)(=O)N2CCCC(C(=O)NCc3ccc(F)cc3)C2)cc1 (stereo unspecified)	-1	2	5.4	-1.6	-0.6	13	-2	0	-1
CNC(=O)c1ccsc1NC(=O)CS(=O)(=O)c1ccccc1	-6	0	-3.0	-3.5	nt	-1	-3	-1	-2
COC(=O)N1[C@H](Cc2ccccc2)C=C[C@]1(C)C(=O)O	13	-2	0.8	0.2	-1.7	-3	4	0	0
COc1ccc2oc(C(=O)OCC(=O)N3C(C)CCCC3C)c(C)c2c1 (stereo unspecified)	-3	1	1.7	-2.1	-1.1	0	-1	40*	-17
Cc1ccccc1NC(=O)Cc1nc(COC(=O)c2ccc(C(F)(F)F)cc2)cs1	13	4	-0.1	nt	-3.9	-3	-10	7	-3
Cc1ccsc1/C=C(/C#N)C(=O)NCc1ccccc1	27	-1	nt	-1.0	-1.3	2	-6	2	14
COc1cc(OC)c(NC(=O)c2cncn2-c2ccc(F)cc2)cc1Cl	-1	3	2.2	nt	-1.7	-6	-11	-5	-10
Cc1csc2ncc(C(=O)N(Cc3ccccc3)c3ccccn3)c(=O)n12	28	1	-1.6	-1.4	-6.7	0	8	4	-12
CCOC(=O)C(NC(C)=O)(Nc1ccc(S(=O)(=O)Nc2ncccn2)cc1)C(F)(F)F (stereo unspecified)	2	1	-0.4	-0.4	nt	-1	4	0	-11
Cc1c(C(=O)NCCc2ccc(S(N)(=O)=O)cc2)cccc1[N+](=O)[O-]	3	5	0.8	1.2	nt	-5	-5	8	2
CSc1ccccc1NC(=O)CN(C1CCCCC1)S(C)(=O)=O	-4	6	-3.6	-14	0.1	1	2	3	4
CCOC(=O)c1cnc2sc3c(n2c1=O)CCCC3	23	2	4.1	-2.2	0.7	23	-12	108*	-3
COc1ccc(NC(=O)CN(C)C(=O)c2ccc(COc3ccccc3)cc2)cc1	18	6	-0.6	-0.5	-1.2	-3	-12	2	5
CC1CCN(C(=O)c2[nH]cnc2C(=O)NCc2ccccc2)CC1	6	2	-2.1	-1.2	-0.8	0	2	-1	-1
CCOC(=O)C1=C(CC)Nc2ccccc2N=C1NC(=O)c1ccc(OC)c(S(=O)(=O)N2CCOCC2)c1	18	0	nt	-1.1	1.3	4	nt	-1	-6
CC1=C(C(=O)N2CCOCC2)CC(CC(=O)NCC2CCCCC2)C(=O)N1Cc1ccc(F)cc1 (stereo unspecified)	1	4	nt	-4.1	-1.6	-2	nt	-1	1
Cc1cc(O)c(C(C)C)cc1NC(=O)Nc1cccc2ccccc12	-1	2	-0.7	0.2	1.0	5	0	2	1
CC(=O)SC1CC2=CC(=O)CCC2(C)C2CCC3(C)C(CCC34CCC(=O)O4)C12 (stereo unspecified)	-1	-7	0.0	-0.6	9.6	-10	-3	-9	-2
COc1cc(C(=S)N2CCCC2)cc(Cl)c1O	7	8	2.0	-1.0	1.5	-4	-4	5	5
O=C(CN1CCc2ccccc2C1)Nc1cccc(S(=O)(=O)N2CCCC2)c1	-6	2	-3.5	-0.4	nt	0	9	2	7
CCCOc1ccc(C(=O)NC(=S)NNC(=O)c2c(-c3ccccc3)noc2C)cc1	-1	-24	-1.9	-1.3	-1.3	-5	8	-1	?

5 compounds from above, reduced to GDH-TPI inh and Rv3671c protease.
smiles	GDH-TPI inh	Rv3671c protease
CC1CCN(C(=O)c2[nH]cnc2C(=O)NCc2ccccc2)CC1	6	2
CCOC(=O)C1=C(CC)Nc2ccccc2N=C1NC(=O)c1ccc(OC)c(S(=O)(=O)N2CCOCC2)c1	18	nt
CC1=C(C(=O)N2CCOCC2)CC(CC(=O)NCC2CCCCC2)C(=O)N1Cc1ccc(F)cc1 (stereo unspecified)	1	nt
Cc1cc(O)c(C(C)C)cc1NC(=O)Nc1cccc2ccccc12	-1	0
CC(=O)SC1CC2=CC(=O)CCC2(C)C2CCC3(C)C(CCC34CCC(=O)O4)C12 (stereo unspecified)	-1	-3

Screening results: PubChem BioAssay, several laboratories
